# Compound activity from PubChem.
# m5-HT2A agonist – mouse HTR2A agonism via beta-arrestin recruitment. activation, % at 7.6 µM. 360,000 compounds, 0.66% hits. CHO-K1 mHTR2A beta-arrestin complementation, luminescence; percent of 30 µM serotonin response;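 active means activation above a run cutoff, the mean activation of all tested compounds plus 3 SD, cut at about 14% in these data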;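 further: 0% = plate median of compound wells and 100% = 30 µM serotonin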
# Target sequence (P35363 whole entry, looked up): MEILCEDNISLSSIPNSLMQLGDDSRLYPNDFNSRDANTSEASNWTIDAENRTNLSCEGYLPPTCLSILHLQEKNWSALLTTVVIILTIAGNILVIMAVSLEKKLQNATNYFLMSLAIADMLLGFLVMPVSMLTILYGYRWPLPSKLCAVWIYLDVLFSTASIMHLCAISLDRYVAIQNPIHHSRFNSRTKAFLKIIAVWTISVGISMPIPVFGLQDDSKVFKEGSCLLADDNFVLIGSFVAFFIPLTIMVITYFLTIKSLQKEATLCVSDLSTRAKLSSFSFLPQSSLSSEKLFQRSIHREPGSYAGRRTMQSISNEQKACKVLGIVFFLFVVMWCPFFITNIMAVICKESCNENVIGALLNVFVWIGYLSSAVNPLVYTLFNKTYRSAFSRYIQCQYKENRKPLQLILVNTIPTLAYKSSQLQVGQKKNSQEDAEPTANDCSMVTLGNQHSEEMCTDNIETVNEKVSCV
# PDI inh – inhibitors of human protein disulfide isomerase. PDI insulin aggregation turbidity, A650, 90 min. 350,000 compounds, 0.052% hits. inhibition, % at 10 µM. P07237. AID 588391;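 active means mean inhibition across replicates of 30% or more, whatever share of single replicates reach that level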;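 further: absorbance from insulin aggregation driven by PDI reduction with DTT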
# HIF-2a inh – blocks HIF-2a reporter activity; 786-0 RCC cells HIF-2a reporter, luciferase luminescence, overnight; 360,000 compounds, 0.72% hits; inhibition, % at 18.8 µM;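 active means inhibition of the luminescence signal of 40% or more relative to plate controls, in a single-dose primary screen at 18.75 µM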
# NR2E3 ag-1 – agonists of human NR2E3 nuclear receptor; inhibition of corepressor binding, % at 3.98 µM; CHO-S Gal4-NCOR/VP16-NR2E3 two-hybrid, luciferase; AID 602229; 360,000 compounds, 0.35% hits; Q9Y5X4;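 active means inhibition above the mean of all tested compounds plus 3 SD, cut at about 70% in these data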;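 further: 0% = DMSO with NR2E3 transfected cells and 100% = cells lacking NR2E3 construct; higher means lower luciferase signal from less NR2E3 corepressor binding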
# Target sequence (Q9Y5X4 whole entry, looked up, the tested form may be a part): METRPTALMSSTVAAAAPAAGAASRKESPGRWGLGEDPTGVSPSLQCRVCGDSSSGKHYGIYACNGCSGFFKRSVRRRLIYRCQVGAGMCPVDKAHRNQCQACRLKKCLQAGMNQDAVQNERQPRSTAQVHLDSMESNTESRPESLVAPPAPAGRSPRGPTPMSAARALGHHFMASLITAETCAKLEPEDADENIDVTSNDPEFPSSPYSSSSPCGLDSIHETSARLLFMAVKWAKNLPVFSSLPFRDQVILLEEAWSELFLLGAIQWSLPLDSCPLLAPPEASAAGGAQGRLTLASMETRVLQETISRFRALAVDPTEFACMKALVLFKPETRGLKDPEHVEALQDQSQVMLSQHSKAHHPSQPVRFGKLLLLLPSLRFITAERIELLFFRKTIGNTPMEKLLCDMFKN
# CaV13 FRET inh – Primary screen for inhibitors of IQ motif and Ca2+-dependent inactivation inhibitor domain binding in CACNA1D, Förster resonance energy transfer in living cells, …; HEK cells, CFP/YFP FRET ICDI-IQ, plate reader, 10 min; percent FRET-ratio fall versus neutral wells; inhibition, % at 12.3 µM; 340,000 compounds, 0.098% hits; AID 743397;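 active means mean replicate inhibition of at least 30% and at least 1% of replicates passing that level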;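 further: 0% = median of the neutral control wells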
# NR2E3 ag-2 – agonists of human nuclear receptor NR2E3; Q9Y5X4; GST-NR2E3/biotin-RetCOR TR-FRET, 1536-well; inhibition of corepressor binding, % at 4.78 µM; 320,000 compounds, 0.12% hits; AID 2300;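 active means percent inhibition above the cutoff of mean plus 3 SD of all tested compounds, set per screening campaign, cut at about 20% in these data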;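 further: 0% = DMSO wells and 100% = biotin wells as full block of FRET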
#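 Material: NR2E3–RetCOR corepressor complex / Amount: 1.35 nM GST-NR2E3 / Medium: Tris pH 7.5 / Compound: single nominal compound dose of 4.8 µM / Incubation: 5 h at 4 °C / Technique: TR-FRET, Eu(K)-anti-GST donor, streptavidin-D2 acceptor, ex 340, em 617/671 nm / Read-out basis: percent loss of FRET ratio relative to control wells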
# TRPM1 prom inh – inhibitors of MITF-driven TRPM1 promoter in melanoma cells; 330,000 compounds, 0.83% hits; inhibition, % at 12.5 µM; SK-MEL-5 TRPM1 promoter luciferase, 24 h;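 active means mean inhibition across replicates of 60% or more, whatever share of single replicates reaches that level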; further: values of inactives mirror those of a sister screen read the other way
# iPSC survival up – increases survival of single human iPS cells | 360,000 compounds, 0.044% hits | hiPSC single-cell survival, ATPlite luminescence; 100% = ROCK inhibitor wells, 0% = DMSO | survival enhancement, % at 20 µM | AID 602274; in the data active means survival enhancement above about 18%;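 further: cells exposed to compounds for 16 hours before the ATP read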
# Cardio protect – myocardial damage modulation in H9c2 cells; protection from H2O2 cell death, % at 20 µM; AID 588492; H9c2 cardiomyocytes, H2O2 injury protection, ATPLite, 2 h; 360,000 compounds, 0.63% hits;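 active means compounds giving at least 50% protection of heart cells from peroxide-induced death in the single-dose screen, raw or plate-pattern-corrected value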;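 further: 0% = DMSO wells with peroxide and 100% = DMSO wells without peroxide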
# Shn3 inh set2 – Schnurri-3 reporter inhibition in Clone20 osteoblasts | inhibition, % at 12.5 µM | 360,000 compounds, 0.52% hits | Clone20 osteoblast Shn3 3'UTR firefly luciferase, 24 h;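 active means mean inhibition of at least 75% with every replicate also reaching 75%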;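 further: 0% = median of neutral control wells and 100% = pilot-screen positive control compound; some compounds past the cut are filed as inactive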
# Peg3 prom inh – Peg3 promoter activity inhibition | HeLa PEG-Prom luciferase reporter, luminescence, overnight | inhibition, % at 20 µM | 360,000 compounds, 1.7% hits;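 active means inhibition of at least 50% at 20 µM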
# * = called active by the depositor; . = not tested or not shown.
# Start of the listing, in advance, 2 compounds:
SMILES,m5-HT2A agonist,PDI inh,HIF-2a inh,NR2E3 ag-1,CaV13 FRET inh,NR2E3 ag-2,TRPM1 prom inh,iPSC survival up,Cardio protect,Shn3 inh set2,Peg3 prom inh
O=C(Nc1ccnn1C1CCN(C(=O)c2ccc(F)cc2)CC1)C1CCOC1 (stereo unspecified),3,3,7,10,-6,-2,11,1.9,2,-16,9
COc1ccc(OC)c(/C=N\NC(=O)c2cc3c(ccc4ccccc43)o2)c1,-11,-6,-26,7,-5,-1,-14,-0.2,40,3,-10

# The listing, previewed entries included:
SMILES,m5-HT2A agonist,PDI inh,HIF-2a inh,NR2E3 ag-1,CaV13 FRET inh,NR2E3 ag-2,TRPM1 prom inh,iPSC survival up,Cardio protect,Shn3 inh set2,Peg3 prom inh
O=C(Nc1ccnn1C1CCN(C(=O)c2ccc(F)cc2)CC1)C1CCOC1 (stereo unspecified),3,3,7,10,-6,-2,11,1.9,2,-16,9
COc1ccc(OC)c(/C=N\NC(=O)c2cc3c(ccc4ccccc43)o2)c1,-11,-6,-26,7,-5,-1,-14,-0.2,40,3,-10
Cc1nc2ccccc2n1S(=O)(=O)c1ccc(Br)cc1,3,7,9,-11,-3,2,8,1.5,-7,-7,-15
CN(C)S(=O)(=O)c1ccc(C(=O)OCCc2ccccc2)cc1,-6,-14,-204,-17,-3,-2,-26,-0.4,-8,-2,-283
c1ccc2n[nH]nc2c1,1,2,-1,-23,-11,.,-2,-3.1,-1,-4,14
COc1ccccc1/C=C1\SC(=S)N(Nc2nc(C)cc(C)n2)C1=O,-1,7,21,-1,-4,4,10,-3.0,1,5,11
Cc1c(Cl)cccc1NC(=O)CCS(=O)(=O)c1cccc2nonc12,11,-1,8,-41,-8,4,7,-0.5,-2,-28,-1
CCOC(=O)c1c[nH]n(-c2ccccc2)c1=O,-2,11,5,-29,-6,1,-1,-0.5,-11,-9,-11
O=C1CCC(=O)N1CNc1ccccn1,1,8,7,-10,-5,0,-3,7.1,-5,6,11
Cn1c(-c2ccsc2)c(-c2cccs2)c2cc(-c3cccc4[nH]ccc34)ccc21,-1,-4,8,-6,-4,-1,-4,0.0,-19,5,12
CCN(C(=O)COC(=O)Cc1c[nH]c2ccccc12)C1CCS(=O)(=O)C1 (stereo unspecified),7,3,20,6,-3,0,11,-0.1,-1,12,18
COc1ccccc1N1CCN(CC(=O)N(CC(C)C)c2c(N)n(CC(C)C)c(=O)[nH]c2=O)CC1,0,-17,11,-17,3,1,0,-0.6,2,4,4
CCCCn1nc(NC(=O)CCC)c2cc3cc(OC)ccc3nc21,-1,-10,-111,-45,-1,-1,-1,-0.1,13,4,19
c1ccc2c(C(c3nnnn3-c3ccc4c(c3)OCCO4)N3CCCCC3)ccnc2c1 (stereo unspecified),-2,.,3,9,-5,.,.,0.4,.,.,.
CC(C)=CCN1CCN(Cc2ccc(C#CC(C)(C)O)s2)CC1CCO (stereo unspecified),-4,-5,7,7,-6,3,-7,-0.5,2,-10,12
Cn1cc(CN2CCC(CO)(CCCc3ccccc3)CC2)c(-c2ccccc2)n1,-7,2,11,13,-2,-3,-8,-0.6,5,10,5
Cc1ccc(NS(=O)(=O)c2cccc(C(=O)NCC(c3ccco3)N3CCCC3)c2)cc1 (stereo unspecified),-11,-4,9,-6,-2,1,-19,-0.4,1,17,2
O=C(/C=C/c1ccc([N+](=O)[O-])cc1)OCC(=O)N1CCCC1,-2,-1,-2,6,-7,.,11,2.7,-5,-19,-38
CC(C(=O)O)n1c2ccccc2c2cnn(C)c(=O)c21 (stereo unspecified),-2,2,16,18,-3,.,7,-0.8,-1,0,0
CCOC(=O)C1CCN(C(c2cc(OC)c(OC)c(OC)c2)c2sc3nc(C)nn3c2O)CC1 (stereo unspecified),-1,.,-2,-21,-3,0,-2,0.5,-4,-4,17
CC1(C)NC(=O)N(CCOCCOc2c(Cl)cc(Cl)cc2Cl)C1=O,-2,1,16,2,-4,-4,3,2.5,6,-9,20
O=C(Nc1nncs1)c1ccccc1NS(=O)(=O)c1cccs1,-3,16,19,18,-5,2,-4,-3.6,-4,-13,15
CC(=O)OCCn1c(=O)c2cc3c(=O)n(CCOC(C)=O)c(=O)c3cc2c1=O,7,2,8,-23,-2,1,-2,0.0,1,5,1
Cc1ccc(C(=O)O)cc1NC(=O)CSc1ncnc2sc3c(c12)CCC3,9,8,17,6,-1,0,1,-0.5,3,-6,-8
O=C(NCc1ccc(Cl)cc1)C(=O)NCC1OCCN1S(=O)(=O)c1cc(F)ccc1F (stereo unspecified),-1,7,18,8,.,4,14,0.3,-5,9,12
CCOc1ccccc1Nc1nnc(SCC(=O)Nc2cccc(S(=O)(=O)NC3=NCCCCC3)c2)s1,-1,6,2,-37,-5,2,5,-3.4,-3,36,25
COc1ccc(-c2cc(C(=O)N3CCN(Cc4ccccc4)CC3)no2)cc1OC,-2,-2,13,-14,-9,-1,-12,1.4,-4,-14,3
COc1ccccc1N1CCN(C(=O)CCS(=O)(=O)c2ccc3c(c2)oc(=O)n3C)CC1,-9,1,8,-9,-13,-2,-4,-0.1,-1,-1,-6
O=C(NCc1ccccc1)c1c[nH]c2ccc(S(=O)(=O)Nc3ccc4c(c3)OCCO4)cc2c1=O,-5,1,19,-1,-5,5,0,1.9,8,10,25
CCOc1ccccc1-c1noc(CCCC(=O)NC2CCCCC2)n1,0,5,7,-9,-19,1,-8,-0.7,0,2,9
CCC(C)CCN1C(Nc2ccccc2)=NC[C@@H]1Cc1ccccc1 (stereo partly specified),-8,2,7,-22,-10,1,-11,0.3,2,20,-1
CCOC(=O)c1c(-c2ccc(F)cc2)csc1NC(=O)C1CC=CCC1C(=O)O (stereo unspecified),3,-3,17,6,1,3,-10,2.3,0,4,10
Cc1ccc(NC(=O)COC(=O)c2ccc(C)c(S(=O)(=O)N3CCOCC3)c2)cc1,-1,-2,-4,-10,-6,.,-1,-0.4,-8,-9,-13
CC1(C(=O)NS(=O)(=O)c2cccc(C#N)c2)CCN1C(=O)CC1CC1 (stereo unspecified),-6,7,-10,-14,-5,.,.,2.8,-4,-3,1
CN(CC(=O)Nc1ccc(Cl)cc1)C(=O)CNC(=O)c1ccc2c(c1)OCO2,-2,-3,-36,-16,-7,-4,-7,0.5,-2,7,-29
C=CCn1c(CCNC(=O)c2ccco2)nc2ccccc21,5,2,1,5,-18,6,10,-0.1,14,-6,-20
O=C1c2ccccc2C(=O)N1CC(O)COCc1ccccc1 (stereo unspecified),-4,11,-2,7,-5,2,-5,-2.3,8,-19,5
C/C(=N\NC(=O)COc1ccc(C(C)(C)C)cc1)c1cc2ccccc2o1,10,3,-191,-26,-18,7,-60,-3.7,-18,-46,-191
CCCCCCCC(=O)O,-1,.,8,11,.,.,-4,-2.3,-1,9,2
COc1ccccc1N(Cc1ccccc1)S(=O)(=O)c1cccc(C(=O)Nc2cccc(C)n2)c1,-5,12,5,1,.,0,11,-0.3,0,35,17
O=C(Nc1ccccc1)c1ccc(Br)c(S(=O)(=O)Nc2cccnc2)c1,-1,11,3,-17,-5,3,-4,-0.4,5,-5,-9
CCOC(=O)COc1ccc2c(C#N)c3ccccn3c2c1,2,-5,10,-11,-142,.,-12,-1.5,42,-15,-2
CC1(C)Cc2cccc(OCC(=O)Nc3nccs3)c2O1,-5,-3,-1,-22,-4,-3,2,3.1,6,-11,10
COc1cccc(-c2ccc(C#N)c(SCC(=O)NCc3ccco3)n2)c1,0,3,-56,-40,-3,-4,-1,0.4,-6,3,-6
CCN(CC)CCC(=O)N1c2ccccc2CCc2ccc(NC(=O)OC)cc21,-1,-7,18,-7,2,2,-1,-0.3,-2,8,8
CC(C)c1nc(N2CCN(C(=O)c3ccccc3)CC2)c(C#N)c2c1COC(C)(C)C2,-7,-3,18,-8,-8,3,3,-0.4,46,6,45
NS(=O)(=O)c1ccc(NC(=S)Nc2ccn(Cc3cccc4ccccc34)n2)cc1,2,-12,18,14,-4,-2,30,0.0,5,5,11
CCOc1ccc(-n2ccc(=O)c(C(=O)O)n2)cc1,6,-4,16,3,-20,1,2,-0.6,11,-3,5
COC(=O)c1ccc(C2C(C(=O)c3cc4ccccc4o3)=C(O)C(=O)N2CCN2CCOCC2)cc1 (stereo unspecified),-2,-7,-4,-9,-2,2,5,-0.5,0,-3,-65
Cn1cccc1C(=O)NNC(=O)COc1ccccc1F,-4,-1,-159,-63,.,3,-54,-0.4,1,-36,-151
CCN(CC)CCN1C(=O)c2oc3ccccc3c(=O)c2C1c1ccc(F)cc1 (stereo unspecified),6,-3,1,-11,-4,1,12,-3.7,0,-4,-1
CCC(=O)NCc1ccc(-c2nc3ncccc3o2)cc1,3,-4,-32,-19,2,1,-9,0.1,2,5,-19
COc1cccc(-c2ccc(NC(=O)C3CCCN(Cc4cc(C)[nH]n4)C3)cc2)c1 (stereo unspecified),-7,19,-28,-12,-5,2,-7,-0.2,-2,-2,-71
COc1ccc(NC(=O)c2cc(C3CCCCN3C(=O)c3ccc(Cl)cc3)on2)c(C)c1 (stereo unspecified),-4,-15,13,8,-5,.,.,2.1,0,24,24
C=CCN1C(=O)/C(=C\c2ccco2)C(C(=O)OC)=C1C,-2,-5,11,-15,-3,-1,-5,-1.1,-6,7,12
COc1ccc(C2CC(c3ccccc3Br)=NN2c2ccc(S(N)(=O)=O)cc2)cc1 (stereo unspecified),-3,0,-8,-41,-7,.,-4,7.7,4,0,15
Cc1cccc(OCC(=O)NNC(=O)c2cccs2)c1,2,-4,8,8,-5,-11,2,-0.4,-4,21,-6
CCOc1ccc(NC(=O)Nc2cc(OCC(F)(F)F)cc(OCC(F)(F)F)c2)cc1,-2,-5,24,5,4,0,25,-0.4,-12,64,32
Cc1cccc(CC(C)NC(=O)c2oc3c(F)cccc3c2C)n1 (stereo unspecified),0,2,-34,-17,-4,3,-6,0.1,1,-9,-13
COc1cc(/C=C/C(=O)OCC(=O)Nc2ccc(C)cc2[N+](=O)[O-])ccc1O,0,-10,10,-32,-4,-2,-6,-0.6,2,-3,8
# Going on with the list.
SMILES,m5-HT2A agonist,PDI inh,HIF-2a inh,NR2E3 ag-1,CaV13 FRET inh,NR2E3 ag-2,TRPM1 prom inh,iPSC survival up,Cardio protect,Shn3 inh set2,Peg3 prom inh
CCOC(=O)CC(NC(=O)c1cccc2c1C(=O)N(Cc1cccnc1)C2)c1ccc(OC(C)C)cc1 (stereo unspecified),5,14,5,-5,-7,3,0,-1.9,-4,27,15
O=C(c1cccs1)N1CCN(Cc2nc3ccccc3c(=O)[nH]2)CC1,1,-3,18,-24,.,1,1,1.5,17,-19,-17
CCOc1ccc(N/C=C/C(=O)c2cc(OC)c(OC)c(OC)c2)cc1,9,-3,-60,-47,-3,2,4,-0.8,-3,4,-14
O=C(Cc1ccc(Cl)cc1)N/N=C/c1ccccc1,-5,-6,-31,11,-5,2,-16,1.6,12,-4,-28
